Bioassay records as filed in PubChem BioAssay.
USP1-UAF1 inh = Inhibitors of USP1/UAF1: Primary Screen | recombinant USP1/UAF1, Ub-Rhodamine cleavage fluorescence | Potency, µM (top dose mostly 57.1 µM), for inactives: at the top dose activity change, negative = inhibition, hits mostly inhibitors | 0.23% of 390,000 active | Ubiquitin carboxyl-terminal hydrolase 1 (Homo sapiens), O94782; further: potency means the concentration at half of the fitted maximal effect; on the % scale 0 is the no-effect control and ±100 the full control effect; nearly all actives have a fitted effect of over 60% in size; inactives centre near -12
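Step one: compound is pinned into 1nM USP1/UAF1 in HEPES pH 7.8 buffer with TCEP. Step two: 15 min room-temperature incubation. Step three: Ub-Rho (150nM final) starts cleavage, tracked by fluorescence over six one-minute reads.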
rTrxR1 inhibitor = qHTS Assay for Inhibitors of Mammalian Selenoprotein Thioredoxin Reductase 1 (TrxR1): qHTS | recombinant rTrxR1, NADPH fluorescence consumption, selenite substrate | AID 588453, 2011 | Thioredoxin reductase 1, cytoplasmic (Rattus norvegicus), O89049 | 1% of 390,000 active | Potency, µM (titrated, usually from 114 µM), for the others: at the highest dose activity change, negative = inhibition, actives largely listed as inhibitors; further: potency means the concentration at half of the fitted maximal effect; on the % scale 0 is the no-effect control and ±100 the full control effect; nearly all actives have a fitted effect of over 65% in size
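Rat TrxR1 (90 nM in the dispensed reagent) was pre-reduced with 400 uM NADPH for 5 min at room temperature, then incubated with compound for 15 min. After 400 uM selenite was added, NADPH fluorescence (Ex 340/Em 450 nm) was followed for 8 min.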
Pin1 inh = qHTS Assay to Find Inhibitors of Pin1; Pin1 FP peptide displacement, HiFluor488, 10 min; Potency, µM (titrated, usually from 115 µM), without a hit: top-dose activity, negative = inhibition, usual class: inhibitors; 0.009% of 390,000 active; active means well fitted inhibition curve with a large enough effect in the polarisation, with a control signal flat, not every such curve was filed as active; inconclusive means small, poorly fitted or top-dose-only effect, or effect the other way, or a change in a side signal; inactive means no such curve, though single readings can be large or run the other way; the % refers to the polarisation; further: potency means the concentration at half of the fitted maximal effect; on the % scale 0 is the no-effect control and ±100 the full control effect
Target sequence (Q13526 whole entry, looked up): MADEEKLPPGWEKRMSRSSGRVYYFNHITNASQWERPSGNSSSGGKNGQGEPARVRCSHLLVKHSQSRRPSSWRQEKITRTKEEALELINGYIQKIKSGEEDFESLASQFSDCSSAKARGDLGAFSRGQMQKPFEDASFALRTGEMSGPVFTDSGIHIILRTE
mIDH1 inhibitor = qHTS for Inhibitors of mutant isocitrate dehydrogenase 1 (IDH1): qHTS; AID 602179, 2012; 0.093% of 390,000 active; IDH1-R132H enzyme, NADPH consumption, diaphorase/resazurin fluorescence; Potency, µM (series often up to 76.6 µM), inactives show at the top dose activity change, negative = inhibition, hits mostly inhibitors; further: potency means the concentration at half of the fitted maximal effect; on the % scale 0 is the no-effect control and ±100 the full control effect; nearly all actives have a fitted effect of over 65% in size
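IDH1-R132H (0.5 ug/mL) preincubated 30 min with compound, then NADPH (0.016 mM) and alpha-KG (2 mM) added; 80 min at RT, pH 7.5. Remaining NADPH coupled via diaphorase/resazurin to fluorescence (540/590 nm); concentration-response curves normalized to no-enzyme control.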
D2 antagonist = HTS Assay for Allosteric Antagonists of the Human D2 Dopamine Receptor: Primary Screen for Antagonists; D(2) dopamine receptor (Homo sapiens), P14416; HEK293 TREx D2 cells, calcium flux, dopamine EC80; inhibition, % at 10 µM; 2% of 340,000 active; AID 485344, 2010; in the data active means inhibition above about 30%; further: 0% is about no effect
Target sequence (P14416 whole entry, looked up): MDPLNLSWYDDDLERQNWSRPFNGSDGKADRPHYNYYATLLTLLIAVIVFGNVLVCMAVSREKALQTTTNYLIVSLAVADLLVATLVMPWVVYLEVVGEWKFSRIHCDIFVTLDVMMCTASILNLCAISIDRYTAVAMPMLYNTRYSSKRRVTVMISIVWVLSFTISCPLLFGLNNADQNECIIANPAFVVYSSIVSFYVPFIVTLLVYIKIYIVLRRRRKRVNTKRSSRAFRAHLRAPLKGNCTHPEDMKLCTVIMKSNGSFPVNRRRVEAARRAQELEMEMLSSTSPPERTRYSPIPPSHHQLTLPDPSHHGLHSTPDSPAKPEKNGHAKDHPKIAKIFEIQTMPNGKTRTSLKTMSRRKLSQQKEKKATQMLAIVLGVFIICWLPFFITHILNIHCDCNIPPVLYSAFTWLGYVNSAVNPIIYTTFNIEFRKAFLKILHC
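Overnight-induced (tetracycline, 30 C) HEK293 T-REx cells carrying force-coupled D2 receive a no-wash calcium dye, then compound, then EC80 dopamine at 180 s; signals are read kinetically throughout.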
D2 ag = HTS Assay for Allosteric Agonists of the Human D2 Dopamine Receptor: Primary Screen for Agonists; D(2) dopamine receptor (Homo sapiens), P14416; HEK293 T-REx D2 cells, calcium flux agonist mode; activation, % at 2 µM; 0.53% of 340,000 active; AID 485358, 2010;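 active means activation over 3 SD above normal in the single-dose calcium agonist read, cut at about 30% in these data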; further: 0% is about no effect
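Tetracycline-induced HEK293 T-REx cells with force-coupled D2 receptor, plated overnight at 30 C, loaded with no-wash calcium dye. After a 10 s baseline, compound was pin-added and calcium flux read kinetically for 180 s; calcium rises flagged agonists.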
TRHR enhancer = qHTS for Small Molecule Agonists and Allosteric Enhancers of Human TRH Receptor: Primary Screen for Enhancers; 0.66% of 360,000 active; TRHR cells, fluo-8 calcium fluorescence, EC20 TRH enhancement; AID 493056, 2011; enhancement, % at 2 µM; in the data active means enhancement above about 30%; further: 0% is about no effect
Target sequence (P34981 whole entry, looked up): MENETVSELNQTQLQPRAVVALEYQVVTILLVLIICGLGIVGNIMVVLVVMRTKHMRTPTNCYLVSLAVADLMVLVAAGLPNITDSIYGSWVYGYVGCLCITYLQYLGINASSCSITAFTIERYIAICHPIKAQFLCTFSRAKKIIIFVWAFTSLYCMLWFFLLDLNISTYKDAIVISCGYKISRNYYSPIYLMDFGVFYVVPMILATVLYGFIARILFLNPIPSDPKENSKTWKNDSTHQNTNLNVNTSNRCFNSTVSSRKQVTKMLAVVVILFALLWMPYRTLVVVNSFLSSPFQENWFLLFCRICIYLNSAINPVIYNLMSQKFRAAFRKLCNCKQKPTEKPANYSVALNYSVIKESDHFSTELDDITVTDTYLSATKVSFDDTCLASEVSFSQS
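Enhancer read-out: after compound pinning and an initial kinetic agonist-mode read, an EC20 of TRH (10 nM final) was injected and fluo-8 calcium signal (Ex 480/Em 530) followed at 1 s/cycle for 100 cycles in TRHR-expressing cells.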
TRHR ag = qHTS for Small Molecule Agonists and Allosteric Enhancers of Human TRH Receptor: Primary Screen for Agonists; activation, % at 2 µM; AID 493084, 2011; Thyrotropin-releasing hormone receptor (Homo sapiens), P34981; 0.18% of 360,000 active; TRHR cells, calcium flux fluo-8, FDSS agonist mode; in the data active means activation above about 30%; further: 0% is about no effect
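In this calcium-flux screen, cells bearing human TRHR are dye-loaded with fluo-8, baselined for 10 cycles, then exposed to library compounds; positive kinetic calcium responses during the agonist phase mark hits, with TRH as control.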
TrxR1 substrate = qHTS Assay for Substrates of Mammalian Selenoprotein Thioredoxin Reductase 1 (TrxR1): qHTS; Thioredoxin reductase 1, cytoplasmic (Rattus norvegicus), O89049; purified TrxR1 substrate turnover, NADPH consumption readout; Potency, µM (highest dose often 114 µM), for inactives: top-dose activity change, negative = substrate turnover; 0.01% of 390,000 active; further: potency means the concentration at half of the fitted maximal effect; on the % scale 0 is the no-effect control and ±100 the full control effect; nearly all actives have a fitted effect of over 50% in size
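Rat TrxR1, dispensed at 90 nM, was prereduced with 400 uM NADPH (final) for 5 min at ~22 deg C, then incubated with compound 15 min before 400 uM selenite. A first-read NADPH fluorescence drop versus no-compound background flagged substrates.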
Active calls of the source: *; u = inconclusive; x = not tested or not shown; [ ] = dose if it differs, or a comment. Unless noted, the call rests on the fitted dose curve; in most records, active means well fitted inhibition curve with a large enough effect; inconclusive means small, poorly fitted or top-dose-only effect; inactive means no such curve, though single readings can be large or run the other way. A portion of the library; the hit share may differ from the screen's.

SMILES	USP1-UAF1 inh	rTrxR1 inhibitor	Pin1 inh	mIDH1 inhibitor	D2 antagonist	D2 ag	TRHR enhancer	TRHR ag	TrxR1 substrate
CC(C)CNC(=O)COC(=O)c1cncc(Br)c1	-17%	38%[57.1 µM]	-9%	8%	-1	0.9	-2	0.0	23%
CCOc1ccc(NC(=S)Nc2ccc(OC(F)(F)F)cc2)cc1	-26%	13%	-8%	11%	-2	-0.2	1	0.1	2%
Cc1cccc(NC(=O)c2ccccc2OCC(=O)c2ccccc2)c1	-25%	-3%	0%	-1%	2	0.3	-2	0.0	-11%
CC12CCC(C(=O)N(CSC(=S)N/N=C\c3ccccc3Cl)C1=O)C2(C)C (configuration not stated)	-3%	-12%	3%	-4%	-5	-0.3	15	-0.3	-1%
CCn1c(SCC(=O)Nc2ccc3c(c2)OCCO3)nnc1-c1ccccn1	-6%	0%	-9%	13%	-13	-0.5	3	-0.9	-1%
Cc1ccc(Cl)cc1NC(=O)COc1ccccc1	-4%	6%	1%	-4%	-12	-0.5	-4	-0.5	-4%
COc1ccc(-n2c(SCC(=O)Nc3cccc(S(N)(=O)=O)c3)nc3ccccc3c2=O)cc1OC	-3%	6%	7%	2%	-10	0.5	0	0.9	-2%
COCCn1nnnc1C(c1cc2c(C)cc(C)cc2[nH]c1=O)N1CCCCCC1 (configuration not stated)	2%	40µM*	1%	5%	8	0.7	1	-0.8	0%
O=C(c1ccc2c(c1)OCO2)N(c1ccc(Cl)cc1)C1C=CS(=O)(=O)C1 (configuration not stated)	-3%	6%	-2%	0%	-7	1.0	5	0.0	7%
Nc1nonc1-n1nnc(C(=O)N/N=C/c2ccccc2)c1CN1CCc2ccccc21	-10%	4%	5%	0%	-10	1.7	-5	0.7	-6%
c1cn2cc(-c3ccc4c(c3)OCO4)nc2s1	-11%	20%	-3%	23µM*	-13	0.1	-12	0.2	2%
NS(=O)(=O)c1ccc(NC(=O)c2ccc(S(=O)(=O)N3CCOCC3)o2)cc1	-18%	10%	-1%	0%	-6	-0.9	-1	0.8	5%
CCOC(=O)C1=C(C)NC(=O)NC1c1cccs1 (configuration not stated)	-13%	23%	0%	-2%	0	0.6	-7	-1.2	6%
Cc1cc(C)cc(C(=O)N2CCCCC2)c1	9%	-8%[2.29 µM]	-1%	-9%	x	x	x	x	-5%[2.29 µM]
Clc1ccc(-c2nnc(NCc3ccccc3)c3ccccc23)cc1	-21%	-1%[57.1 µM]	-1%	1%	25	-0.2	5	-0.3	10%[57.1 µM]
CC1(C)Cc2c(sc3c2C(=O)N(c2ccccc2)C2=NCCN23)CS1	-21%	-9%	25%	7%	17	-1.1	14	-0.7	35%[activator]
O=C(c1ccc(-c2ccc([N+](=O)[O-])cc2)o1)N1CCCC(C(F)(F)F)C1 (configuration not stated)	-8%	u	7%	5%	-20	-0.5	-1	-1.4	-12%
CCCCCN(C(=O)CCC(=O)OCC(=O)N(C)Cc1ccc(C)cc1)c1c(N)n(CCCC)c(=O)[nH]c1=O	-2%	-6%	-1%	8%	-6	0.2	5	-0.2	4%
CCOc1ccc(-c2nnc(SCC(=O)N3CCN(c4ccccc4)CC3)o2)cc1	-17%	32%	4%	15%	2	-0.2	0	-0.3	4%
CCN(CC)C(=O)Cn1cnc2ccccc2c1=O	-14%	20%	-8%	2%	-15	-0.4	7	-0.3	5%
O=S(=O)(NCc1ccc2c(c1)OCO2)c1ccc(F)c(F)c1	-3%	4%	3%	-3%	5	-0.4	-2	0.0	-5%
CCC(=O)Nc1ccc(C(=O)NNC(=O)COc2cc(C)ccc2C)cc1	-17%	9%	-5%	-1%	-7	-1.7	7	-0.5	1%
CS(=O)(=O)N(CC(=O)NCc1ccncc1)c1cc(Cl)ccc1Cl	-1%	10%[11.4 µM]	0%	-4%	-3	-0.3	-1	1.5	8%[57.1 µM]
CC1=C(C(=O)Nc2cc(Cl)ccc2C)C(c2ccco2)n2ncnc2N1 (configuration not stated)	-31%	0%[57.1 µM]	-9%	-13%	x	-0.9	-3	-0.2	-5%[57.1 µM]
Cc1ccc(C(=O)NC(=S)NNC(=O)c2ccc([N+](=O)[O-])cc2)cc1	-4%	-18%	2%	-5%	33*	1.5	8	2.0	-6%

Copied from the listing, 4 compounds:
SMILES	USP1-UAF1 inh	rTrxR1 inhibitor	Pin1 inh	mIDH1 inhibitor	D2 antagonist	D2 ag	TRHR enhancer	TRHR ag	TrxR1 substrate
CCn1c(SCC(=O)Nc2ccc3c(c2)OCCO3)nnc1-c1ccccn1	-6%	0%	-9%	13%	-13	-0.5	3	-0.9	-1%
Cc1ccc(Cl)cc1NC(=O)COc1ccccc1	-4%	6%	1%	-4%	-12	-0.5	-4	-0.5	-4%
COc1ccc(-n2c(SCC(=O)Nc3cccc(S(N)(=O)=O)c3)nc3ccccc3c2=O)cc1OC	-3%	6%	7%	2%	-10	0.5	0	0.9	-2%
COCCn1nnnc1C(c1cc2c(C)cc(C)cc2[nH]c1=O)N1CCCCCC1 (configuration not stated)	2%	40µM*	1%	5%	8	0.7	1	-0.8	0%

Further compounds.
SMILES	USP1-UAF1 inh	rTrxR1 inhibitor	Pin1 inh	mIDH1 inhibitor	D2 antagonist	D2 ag	TRHR enhancer	TRHR ag	TrxR1 substrate
COc1ccc(C(=O)Nc2cccc(NC(=O)c3cccs3)c2)cc1OC	-14%	14%	0%	-5%	4	1.7	7	0.7	-4%
O=C(O)CCN1C(=O)C2C3CC(C2C1=O)C1C(c2ccccc2)c2sc(=O)n(-c4ccccc4)c2SC31 (configuration not stated)	-6%	23%[57.1 µM]	-12%	u	-27	-0.5	-5	0.4	-19%[57.1 µM]
COc1cc(C2NC(=O)NC(O)(C(F)(F)F)C2C(=O)c2cccs2)ccc1O (configuration not stated)	2%	u	-7%	0%	4	-0.9	7	-0.4	2%
COc1ccc(N(C(=O)Cn2nnc3ccccc32)C(C(=O)NCc2ccco2)c2cccnc2)cc1 (configuration not stated)	1%	3%	0%	0%	-4	-0.6	-3	-0.4	15%[57.1 µM]
O=C(c1ccc2c(=O)n(-c3ccccc3)c(=O)[nH]c2c1)N1CCCCC1	-10%	23%	-2%	-1%	7	0.0	8	0.6	15%
CCOC(=O)c1c(C)[nH]c(C)c1S(=O)(=O)N1CCN(c2cccc(C)c2)C(C)C1 (configuration not stated)	-15%	29%	1%	4%	-1	0.4	-3	-0.3	-3%
CCOc1ccc2nc(NC(=O)C3CCCO3)sc2c1 (configuration not stated)	-27%	23%	-2%	-7%	-3	0.6	4	-0.6	6%
Cc1ccc(-c2nnc(Nc3ccc(O)cc3)c3ccccc23)cc1S(=O)(=O)N1CCOCC1	0%	-18%	3%	-7%	x	-0.4	1	-0.6	-10%
CCOc1cc(NS(=O)(=O)c2ccc(Cl)cc2)c(OCC)cc1NC(=O)CC(C)C	-10%	10%	1%	7%	-1	-1.4	-7	-0.4	-10%
COC(=O)Cn1nc(-c2ccccc2)c2cc(Cl)ccc21	-17%	24%	4%	2%	16	0.8	-1	1.4	6%
COc1ccc(C(=O)NC(C)c2ccc(-n3ccnc3)cc2)cc1[N+](=O)[O-] (configuration not stated)	-20%	4%[57.1 µM]	34%[activator]	3%	1	-0.2	-1	-0.1	-3%[57.1 µM]
CCOC(=O)c1ccc2c(c1)N(CC)C(=O)c1ccccc1S2	4%	-2%	-2%	8%	-1	0.6	5	-1.0	-4%
CCc1nnc(SCc2nc(-c3ccccc3Cl)oc2C)c2cc3sc(C)cc3n12	-13%	11%	0%	-19%	x	0.7	6	0.3	0%
CS(=O)(=O)n1nc(NCc2cccs2)nc1NCc1cccs1	-7%	9%	-6%	-10%	15	-0.6	7	-0.2	1%
O=C(Nc1cccc(Cl)c1)N(CCN1CCOCC1)Cc1cccc(Cl)c1	15%	9%	0%	0%	-11	0.9	-1	-0.2	1%
CC(NC(=O)c1cc2c(=O)n3ccccc3nc2n(C(C)C)c1=N)c1ccccc1 (configuration not stated)	u	118%[activator]	29%	0%	x	0.5	-3	-1.6	x
Cc1noc(C)c1C(=O)Nc1nc2ccc(F)cc2s1	-14%	29%	-1%	-5%	1	0.3	-1	0.7	-2%
COCCN1CCN(Cc2cn(C)nc2-c2cccc(Cl)c2)CC1	-12%	17%[57.1 µM]	1%	7%	-24	0.3	-2	0.0	7%
CCOC(=O)c1c(C)[nH]c(N=Nc2cc(C(=O)O)cc(C(=O)O)c2)c1C	u	-12%	-8%	-4%	-7	-0.6	0	-0.9	-17%
CC1CCN(C(=O)Cn2c(=O)c3cccn3c3ccccc32)CC1	-12%	11%	-11%	2%	x	x	2	-0.1	5%
COc1ccccc1NC(=O)c1sc2ncn(Cc3cccc4ccccc34)c(=O)c2c1C	-3%	u	32%[activator]	-8%	x	x	3	-0.4	6%
CC(C)(C)c1ccc(-c2noc(CCC(N)=O)n2)cc1	-13%	-9%	-10%	0%	16	0.6	2	-0.6	-12%
CCN1CCN(C(=O)NC(c2ccc(C)c(F)c2)C(Cl)Cl)CC1 (configuration not stated)	0%	17%[57.1 µM]	0%	-1%	27	-0.1	-3	0.3	3%[57.1 µM]
CC(C)Sc1nc2ccc(Br)cc2[nH]1	-11%	2%	0%	12%	14	-1.8	-3	-1.4	5%
